Source: PubChem
Mtb BioA inh = inhibitors of Mycobacterium tuberculosis BioA enzyme. purified M. tuberculosis BioA enzyme, plate reader. inhibition, % at 9.99 µM. hit rate 0.096% among 360,000; in the data active = inhibition above about 40%
* = called active by the depositor; & = joins results of further samples. This is a subset (hit frequency here may not be typical).

SMILES	Mtb BioA inh
CC=Cc1ccc2n(c1=O)C[C@H]1[C@H](CO)[C@@H](C(=O)NCCc3cn(C)cn3)N(C(=O)C3CC3)[C@@H]21 (mixture of isomers)	-0.8
COc1ccc(NC(=O)N(C)C[C@@H]2Oc3ncc(-c4cccc(C(F)(F)F)c4)cc3C(=O)N([C@H](C)CO)C[C@@H]2C)cc1	8.3
CN1c2ccc(C3=CCCCC3)cc2[C@@H]2[C@@H](CCN2C(=O)Nc2ccc(F)cc2)[C@@H]1CO	0.5
CCCC#Cc1cnc2c(c1)C(=O)N([C@@H](C)CO)C[C@H](C)[C@H](CN(C)C(=O)Nc1cc(F)ccc1F)O2	-0.7
CO[C@@H]1CN(C)C(=O)c2cc(NS(=O)(=O)c3c(C)noc3C)ccc2OC[C@@H](C)NC[C@@H]1C	0.6
CC(=O)Nc1ccc2c(c1)C(=O)N(C)[C@@H]1CC[C@@H](CC(=O)NCc3ccc4c(c3)OCO4)O[C@@H]1CO2	-0.8
CC(C)NC(=O)Nc1cccc2c1O[C@H](CN(C)S(=O)(=O)c1cn(C)cn1)[C@H](C)CN([C@@H](C)CO)C2=O	-2.8
CO[C@H]1CN(C)C(=O)c2cc(NS(=O)(=O)CC(F)(F)F)ccc2OC[C@H](C)N(C)C[C@@H]1C	-2.8
COc1ccc(S(=O)(=O)N(C)C[C@H]2Oc3ccc(NC(=O)Nc4ccccc4)cc3C(=O)N([C@@H](C)CO)C[C@@H]2C)cc1	-0.5
C[C@@H]1CN([C@@H](C)CO)C(=O)c2cccc(NS(=O)(=O)c3ccc(F)cc3)c2O[C@@H]1CN(C)C(=O)Nc1ccccc1	2.1
COC(=O)C[C@H]1C[C@H]2c3cc(NC(=O)Nc4ccccc4F)ccc3O[C@H]2[C@@H](CO)O1	-0.6
COc1ccc(-c2ccc([C@H]3[C@H](CO)N4CCCCN(C(=O)Cc5ccccc5)C[C@@H]34)cc2)cc1	0.1
C[C@@H]1CN([C@@H](C)CO)C(=O)c2cc(NC(=O)Nc3ccc4c(c3)OCO4)ccc2O[C@H]1CN(C)C(=O)Nc1ccccc1	-0.5
C[C@@H]1CCCCO[C@@H](CN(C)C(=O)Nc2ccc(F)cc2)[C@H](C)CN([C@@H](C)CO)C(=O)c2cc(NS(=O)(=O)c3ccc(F)cc3)ccc2O1	0.6
O=C(Nc1ccc(Cl)cc1)N[C@H]1CC[C@@H](CCNS(=O)(=O)c2ccccc2F)O[C@@H]1CO	4.2
COc1ccc(C#Cc2ccc3c(c2)[C@]2(C(=O)N3)[C@H](c3ccc(OCCO)cc3)N3[C@H](c4ccccc4)[C@H](c4ccccc4)OC(=O)[C@H]3[C@@H]2C(N)=O)cc1	-2.0
C[C@@H]1CCCCO[C@H](CN(C)C(=O)c2ccccc2)[C@@H](C)CN([C@H](C)CO)C(=O)c2cc(NS(=O)(=O)c3ccccc3)ccc2O1	-1.9
CO[C@@H]1CC[C@H]2CCOc3c(C#N)cccc3C(=O)N(C)C[C@H](C)C(=O)N(C)C[C@@H]1O2	-1.7
C[C@@H]1CN([C@@H](C)CO)C(=O)CCCn2cc(nn2)CO[C@@H]1CN(C)C(=O)CCCN(C)C	0.9
COc1ccccc1NC(=O)N[C@H]1CC[C@@H](CCn2cc(C3(O)CCCC3)nn2)O[C@@H]1CO	-1.6
C[C@@H]1CN([C@@H](C)CO)C(=O)c2cc(NC(=O)Nc3ccc(F)cc3)ccc2O[C@H]1CN(C)S(=O)(=O)c1cn(C)cn1	0.8
COCC(=O)N1[C@H](CO)[C@@H](c2ccccc2)[C@H]1CNC(=O)c1ccccn1	4.0
COCC(=O)Nc1ccc2c(c1)OC[C@H](C)N(C(=O)c1ccccc1F)C[C@@H](C)[C@@H](OC)CN(C)C2=O	5.6
C[C@H]1CN([C@@H](C)CO)C(=O)c2cc(NS(=O)(=O)c3ccc(Cl)cc3)ccc2O[C@@H]1CN(C)Cc1ccc(-c2ccccc2)cc1	-3.1
CC(C)NC(=O)N(C)C[C@@H]1Oc2ccc(NC(=O)Nc3ccc(C(F)(F)F)cc3)cc2C(=O)N([C@H](C)CO)C[C@H]1C	-1.5

A draw from above in order of molar mass, ascending:
SMILES	Mtb BioA inh
C[C@@H]1CN([C@@H](C)CO)C(=O)CCCn2cc(nn2)CO[C@@H]1CN(C)C(=O)CCCN(C)C	0.9
O=C(Nc1ccc(Cl)cc1)N[C@H]1CC[C@@H](CCNS(=O)(=O)c2ccccc2F)O[C@@H]1CO	4.2
CC(=O)Nc1ccc2c(c1)C(=O)N(C)[C@@H]1CC[C@@H](CC(=O)NCc3ccc4c(c3)OCO4)O[C@@H]1CO2	-0.8
CCCC#Cc1cnc2c(c1)C(=O)N([C@@H](C)CO)C[C@H](C)[C@H](CN(C)C(=O)Nc1cc(F)ccc1F)O2	-0.7
CC(C)NC(=O)N(C)C[C@@H]1Oc2ccc(NC(=O)Nc3ccc(C(F)(F)F)cc3)cc2C(=O)N([C@H](C)CO)C[C@H]1C	-1.5
C[C@@H]1CN([C@@H](C)CO)C(=O)c2cc(NC(=O)Nc3ccc(F)cc3)ccc2O[C@H]1CN(C)S(=O)(=O)c1cn(C)cn1	0.8

(listing goes on)
SMILES	Mtb BioA inh
O=C(C[C@H]1C[C@@H]2c3cc(NS(=O)(=O)c4ccc(F)cc4)ccc3O[C@@H]2[C@H](CO)O1)NCCc1ccccc1	0.0
C[C@@H]1CCCCO[C@H](CN(C)Cc2ccncc2)[C@@H](C)CN([C@H](C)CO)C(=O)c2cc(NS(=O)(=O)c3cn(C)cn3)ccc2O1	0.2
CO[C@H](CN(C)Cc1ccc(-c2ccccn2)cc1)[C@@H](C)CN(C(=O)Nc1ccc(F)cc1)[C@H](C)CO	-0.5
C[C@@H]1CN([C@@H](C)CO)C(=O)c2cc(-c3ccccc3)cnc2O[C@@H]1CN(C)C(=O)Cc1cccnc1	-0.8
C[C@@H]1CN([C@H](C)CO)C(=O)Cc2cc(NC(=O)NC3CCCCC3)ccc2O[C@H]1CN(C)S(=O)(=O)c1cn(C)cn1	-1.3
O=C(C1CCOCC1)N1C[C@@H]2[C@H](c3ccccc31)[C@@H](CO)N2C(=O)c1ccccc1	-2.8
Cc1noc(C)c1S(=O)(=O)Nc1ccc2c(c1)C(=O)N([C@@H](C)CO)C[C@H](C)[C@@H](CN(C)C(=O)C1CCCCC1)OCCCC[C@@H](C)O2	-0.2
CO[C@H](C(=O)N(C)C[C@@H]1OCc2ccccc2-c2c(n(C)c3ccccc23)C(=O)N([C@@H](C)CO)C[C@@H]1C)c1ccccc1	-2.1
C[C@@H]1CCCCO[C@@H](CN(C)C(=O)CCCN(C)C)[C@H](C)CN([C@@H](C)CO)C(=O)c2cc(NC(=O)Nc3ccccc3)ccc2O1	-1.1
COc1ccccc1-c1ccc([C@@H]2[C@@H](CO)N3CCCCN(C(=O)CN4CCOCC4)C[C@@H]23)cc1	-0.1
Cc1noc(C)c1S(=O)(=O)Nc1ccc2c(c1)C(=O)N([C@H](C)CO)C[C@H](C)[C@@H](CN(C)Cc1ccc(C(F)(F)F)cc1)O2	1.4
CCC#CCN(Cc1ccccc1Br)[C@H](/C=C/c1ccccc1)[C@@H](O)Cc1ccccc1	-1.3
CO[C@H]1CC[C@@H]2CCOc3c(C#N)cccc3C(=O)N(C)C[C@H](OC)[C@H](C)C(=O)N(C)C[C@@H]1O2	0.3&-0.8
CCC(=O)NC[C@H]1N[C@H](CO)[C@@H]1c1ccc(C2=CCCC2)cc1	-2.4
Cc1noc(C)c1NC(=O)N[C@@H]1CC[C@H](CCNC(=O)C2CCC2)O[C@H]1CO	-3.6
COc1cccc(S(=O)(=O)N2CCCCN3[C@H](CO)[C@H](c4ccc(-c5ccccc5)cc4)[C@H]3C2)c1	1.4
COc1ccc(NC(=O)N(C)C[C@H]2OCCCC[C@H](C)Oc3ccc(NS(=O)(=O)c4ccc(OC)cc4)cc3C(=O)N([C@@H](C)CO)C[C@@H]2C)cc1	2.2
O=C(c1cccc(F)c1)N1CCCCN2[C@H](CO)[C@@H](c3ccc(-c4ccc(F)cc4)cc3)[C@H]2C1	15
COc1cccc(S(=O)(=O)Nc2ccc3c(c2)[C@H]2C[C@H](CC(=O)N4CCCCC4)O[C@@H](CO)[C@H]2O3)c1	2.0
COc1ccc(-c2cccc(-c3nc(C(=O)NCC(F)(F)F)cc4c3[C@@H](CCO)N([S@](=O)C(C)(C)C)C4)c2)cc1	2.1
CO[C@H]1CN(C)C(=O)c2ccc(NC(=O)Nc3cc(F)ccc3F)cc2OC[C@@H](C)N(C(=O)c2cnccn2)C[C@@H]1C	3.5
CC(C)NC(=O)N[C@@H]1CC[C@H](CCNS(=O)(=O)c2ccc(F)cc2)O[C@H]1CO	-3.1
C[C@@H]1CN([C@H](C)CO)C(=O)c2cc(C#CCN(C)C)cnc2O[C@H]1CN(C)C(=O)Nc1cccc(F)c1	0.8
C[C@H]1CCCCO[C@H](CN(C)C(=O)Cc2ccccc2)[C@@H](C)CN([C@@H](C)CO)C(=O)c2cc(NC(=O)Cc3ccccc3)ccc2O1	-1.3
CCCNC(=O)N1[C@H](CO)[C@@H]2c3ccccc3N(C(=O)C3CC3)C[C@@H]21	-2.8

Fetched one by one from above (two):
SMILES	Mtb BioA inh
O=C(C[C@H]1C[C@@H]2c3cc(NS(=O)(=O)c4ccc(F)cc4)ccc3O[C@@H]2[C@H](CO)O1)NCCc1ccccc1	0.0
Cc1noc(C)c1S(=O)(=O)Nc1ccc2c(c1)C(=O)N([C@@H](C)CO)C[C@H](C)[C@@H](CN(C)C(=O)C1CCCCC1)OCCCC[C@@H](C)O2	-0.2

Next part
SMILES	Mtb BioA inh
CCC(=O)N[C@@H]1C=C[C@H](CC(=O)NCc2ccccc2F)O[C@H]1CO	-4.7
O=C(c1ccccn1)N1C[C@@H]2[C@H](c3ccccc31)[C@H](CO)N2CC1CCCC1	1.4
CN1CCN(C(=O)C[C@H]2C[C@@H]3c4cc(NC(=O)C5CCC5)ccc4O[C@@H]3[C@H](CO)O2)CC1	-1.4
C[C@@H]1CN([C@@H](C)CO)C(=O)c2cccc(NC(=O)c3ccncc3)c2O[C@@H]1CN(C)C(=O)Nc1ccc(C(F)(F)F)cc1	2.6
CCC(=O)Nc1ccc2c(c1)OC[C@@H](C)N(CC1CCOCC1)C[C@@H](C)[C@H](OC)CN(C)C2=O	-0.4
CCC(=O)N1C[C@@H](C)[C@@H](OC)CN(C)C(=O)c2cc(NC(=O)NC(C)C)ccc2OC[C@H]1C	-0.4
C[C@@H]1CN([C@@H](C)CO)C(=O)Cc2cc(NS(=O)(=O)c3ccccc3)ccc2O[C@H]1CN(C)Cc1ccccc1	2.5
CO[C@H]1CN(C)C(=O)c2cc(NC(=O)c3cccc(F)c3)ccc2OC[C@@H](C)NC[C@H]1C	-0.5
CCC(=O)Nc1ccc2c(c1)OC[C@@H](C)N(C(C)=O)C[C@H](C)[C@H](OC)CN(C)C2=O	-1.2
CN1C(=O)c2cc(NC(=O)c3ccc(F)cc3)ccc2OC[C@@H]2O[C@H](CC(=O)NCC3CCCCC3)CC[C@H]21	-2.0
C[C@@H]1CN([C@@H](C)CO)C(=O)Cc2cc(NC(=O)Cc3ccccc3)ccc2O[C@@H]1CN(C)S(C)(=O)=O	1.1
Cc1noc(C)c1S(=O)(=O)N(C)C[C@H]1Oc2c(NC(=O)C3CCCCC3)cccc2C(=O)N([C@@H](C)CO)C[C@H]1C	0.0
O=C(c1ccccn1)N1C[C@@H]2[C@H](c3ccccc31)[C@H](CO)N2C(=O)Nc1ccccc1	-6.0
C[C@@H]1CN([C@@H](C)CO)C(=O)Cc2cc(NC(=O)CCCCCC(=O)Nc3ccccc3N)ccc2O[C@@H]1CN(C)C(=O)Nc1ccc2c(c1)OCO2	-1.5
COc1ccc(-c2ccc3n(c2=O)C[C@H]2[C@H](CO)[C@@H](C(=O)N4CCOCC4)N[C@@H]32)cc1	-1.3
O=C(NCC[C@@H]1CC[C@@H](NS(=O)(=O)c2ccccc2)[C@H](CO)O1)c1ccc2c(c1)OCO2	-1.6
C[C@H](CO)N1C[C@H](C)[C@@H](CN(C)Cc2ccc(C(=O)Nc3ccccc3N)cc2)Oc2ccc(NC(=O)Cc3ccccc3)cc2C1=O	3.8
CC(C)NC(=O)Nc1ccc2c(c1)C(=O)N([C@H](C)CO)C[C@@H](C)[C@@H](CN(C)S(=O)(=O)c1ccc(Cl)cc1)OCCCC[C@@H](C)O2	0.6
C[C@@H]1CN([C@@H](C)CO)C(=O)c2cc(NS(=O)(=O)c3cn(C)cn3)ccc2O[C@@H](C)CCCCO[C@H]1CN(C)C(=O)Nc1ccc(F)cc1	0.1
CNC[C@@H]1Oc2ccc(NS(=O)(=O)c3ccc(C)cc3)cc2C(=O)N([C@@H](C)CO)C[C@H]1C	-4.4
C[C@@H]1CN([C@H](C)CO)C(=O)Cc2cc(NC(=O)Cn3cnnn3)ccc2O[C@H]1CN(C)Cc1ccncc1	18
CN(C)Cc1cn(CC[C@H]2CC[C@@H](NC(=O)Cc3cccnc3)[C@H](CO)O2)nn1	-0.8
Cc1noc(C)c1NC(=O)N(C)C[C@@H]1Oc2ccc(NC(=O)CCCCCC(=O)Nc3ccccc3N)cc2CC(=O)N([C@@H](C)CO)C[C@@H]1C	-0.1
CNC(=O)C[C@H]1CC[C@H]2[C@@H](COC[C@@H](O)CN2C(=O)Nc2ccc(Cl)c(Cl)c2)O1	-1.7
C/C=C/c1cnc2c(c1)C(=O)N([C@@H](C)CO)C[C@@H](C)[C@@H](CN(C)Cc1ccccc1F)O2	-3.7
SMILES	Mtb BioA inh
O=C(C[C@@H]1C[C@H]2c3cc(NC(=O)NC4CCCC4)ccc3O[C@H]2[C@@H](CO)O1)NCCN1CCCCC1	-0.4
C[C@H](CO)N1C[C@H](C)[C@@H](CN(C)Cc2ccccc2)Oc2ccc(NC(=O)Nc3cccc4ccccc34)cc2CC1=O	-2.2
Cc1ccc(S(=O)(=O)Nc2ccc3c(c2)C(=O)N([C@H](C)CO)C[C@@H](C)[C@@H](CN(C)Cc2ccccc2)O3)cc1	3.2
COCC(=O)N1[C@@H](C#N)[C@@H](c2ccc(C#CCC3CCCC3)cc2)[C@@H]1CO	1.6
Cc1ccc(S(=O)(=O)Nc2cccc3c2O[C@@H](CN(C)S(C)(=O)=O)[C@@H](C)CN([C@H](C)CO)C3=O)cc1	-3.5
O=C(N[C@@H]1CC[C@H](CCNC(=O)C2CCOCC2)O[C@H]1CO)c1ccncc1	-0.5
